High-throughput results (PubChem)
AID inhibitor: Primary qHTS assay for inhibitors of Activation Induced Cytidine Deaminase (AID): AID signal | Single-stranded DNA cytosine deaminase (Homo sapiens), Q9GZX7 | 0.32% of 91,000 active | AID deamination FRET fluorescence, UDG-coupled, 4 h | Potency, µM (top dose mostly 115 µM), for inactives: at the top dose activity change, negative = inhibition, usual class: inhibitors; also: nearly all actives have a fitted effect of over 25% in size
Target sequence (Q9GZX7 whole entry, looked up): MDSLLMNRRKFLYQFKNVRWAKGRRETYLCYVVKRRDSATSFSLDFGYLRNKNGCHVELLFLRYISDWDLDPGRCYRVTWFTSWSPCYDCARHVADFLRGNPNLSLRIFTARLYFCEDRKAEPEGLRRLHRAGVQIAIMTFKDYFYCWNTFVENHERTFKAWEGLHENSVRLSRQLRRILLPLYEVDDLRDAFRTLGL
UDG counterscr: Primary qHTS assay for inhibitors of Activation Induced Cytidine Deaminase (AID): UDG Counterscreen signal; Uracil-DNA glycosylase; FRET deamination/UDG coupled assay, UDG read, 4 h; 0.14% of 91,000 active; Potency, µM (highest dose often 115 µM), for the others: top-dose activity change, negative = inhibition, hits mostly inhibitors; AID 1347430, 2020; also: nearly all actives have a fitted effect of over 65% in size
The depositor's hits bear a star; ? = inconclusive; [ ] = another dose, or the depositor's remark. Calls follow the shape of the dose curve; as a rule, active = well fitted curve in the direction sought with a large enough effect; inconclusive = small, poorly fitted or top-dose-only effect, or another doubt; inactive = no such curve, though single readings can be large; an effect the other way counts as inactive or inconclusive. % is scaled to controls: 0 for no effect and ±100 for the full control effect; potency is read from the fitted curve at half-maximal effect. The list is partial; rates above refer to the full screens.

entry	SMILES	AID inhibitor	UDG counterscr
1	N#Cc1cc2c(=O)n3ccccc3nc2n(-c2nnc(SCc3ccc(F)cc3)s2)c1=O	48.3%[activator]	48.3%[activator]
2	Cc1ccc(NC(=O)c2nc(S(C)(=O)=O)ncc2N(Cc2ccco2)Cc2cccs2)cc1C	-27.3%	-5.0%
3	COc1ccc(CN(Cc2cccc(C#N)c2)C2CC2)cc1	-1.3%	4.8%
4	CCC(C(=O)NCc1ccccc1)n1ncn2c(cc3occc32)c1=O (stereo not given)	11.2%	7.3%
5	Cc1cccc(NN)c1C	12.9%	3.0%
6	CN(C)C(=O)c1ccc2c(c1)N(CC(=O)NCc1ccccc1Cl)C(=O)C1CCCCN21 (stereo not given)	-6.0%	5.6%
7	N#Cc1ccc(OCc2noc(-c3ccc(Cl)cc3)n2)c(Cl)c1	0.2%	7.6%
8	O=C(Nc1nc2n(n1)C(c1ccccc1)C=C(c1ccc(Cl)cc1)N2)c1ccco1 (stereo not given)	-16.3%	14.3%
9	O=C(Nc1ccccc1F)c1oc2ccccc2c1NC(=O)C12CC3CC(CC(C3)C1)C2	13.6%	-9.6%
10	COc1ccc(-c2noc(-c3nnn(-c4ccc(C)cc4C)c3C)n2)cc1	2.5%	-17.8%
11	CCN(C(=O)Cn1nc(Cc2cccnc2)c2ccccc2c1=O)c1ccccc1F	-18.4%	9.3%[57.5 µM]
12	O=C1CC(c2c(Cl)cccc2Cl)c2c(ccc3ccccc23)N1 (stereo not given)	2.4%	8.7%
13	Cc1ccccc1/C=C(/C#N)c1nc2ccccc2s1	0.1%	-19.5%
14	Cc1cc(SCc2c(F)c(F)c(F)c(F)c2F)nc2ccccc12	-2.4%	-6.7%
15	CN(C)c1ccc(C(CNC(=O)c2cccc(C(F)(F)F)c2)N2CCCC2)cc1 (stereo not given)	-5.7%	10.0%
16	COC(=O)C(C(=O)OC)C(CC(C(C(=O)OC)C(=O)OC)C(C(=O)OC)C(=O)OC)c1cc(OC)ccc1Br (stereo not given)	-10.6%	-11.2%
17	C#CCOC(=O)CCC(=O)O	-0.1%	-8.8%
18	CCOc1ccc(NC(=O)c2ccc(C#Cc3ccccc3)cc2)cc1	-2.1%	-0.7%
19	Cc1cc(C)cc(NC(=O)c2sc3nc(-c4cc5ccccc5oc4=O)[nH]c(=O)c3c2C)c1	-2.8%	1.3%
20	CC(OC(=O)c1ccc2c(c1)NC(=O)CS2)C(=O)Nc1cccc(C(F)(F)F)c1 (stereo not given)	-0.2%	2.6%
21	COc1cccc(CSc2nc3n(n2)C(c2ccccc2C)C(C(=O)Nc2ccccc2OC)=C(C)N3)c1 (stereo not given)	-11.6%	-23.4%[57.5 µM]
22	CC1CC1C(=O)NC1CCC(c2ccccc2)CC1 (stereo not given)	-6.2%	-6.0%
23	Cc1ccc(C(=O)c2oc3ccccc3c2NC(=O)Cc2coc3cc(C)ccc23)cc1	6.9%	-3.7%
24	Cc1ccc(C2=NN(C(=O)CNc3ccc(C(=O)N(C)C)cc3)C(c3ccco3)C2)o1 (stereo not given)	-6.3%	-2.7%
25	Cc1ccccc1CNc1ncnc2c1ncn2C1OC(CO)C(O)C1O (stereo not given)	-1.7%	-2.5%
26	COc1ccc(-c2cc(-c3ccc(OC)cc3)on2)cc1	-1.8%	-9.3%
27	CN(c1ccccc1)S(=O)(=O)c1ccc(NC(=O)c2cc(=O)c3ccccc3o2)cc1	1.8%	-10.3%
28	O=C(Cc1csc(-c2cccs2)n1)Oc1ccc2cc(Br)ccc2c1	59.4%[activator]	5.4%
29	Cc1cc(=O)oc2cc(OC/C(=N\O)c3ccc(Cl)cc3)c(Cl)cc12	-13.5%	-8.1%
30	CCOc1ccc(/C=N/OCc2ccc(F)cc2Cl)cc1	-5.6%	-8.6%
31	CCNC(=O)c1cc2c(s1)CCC(C(C)(C)C)C2 (stereo not given)	-4.4%	2.0%
32	Cc1ccc(CCNC(=O)c2ccc(NC(=O)N3CCSc4ccccc43)cc2)cc1	-2.9%	-2.8%
33	CCc1ccc(C(=O)Nc2ccc(N(C)C)cc2)cc1	-7.2%	-8.8%
34	O=C(CSc1cn(CC(=O)N2CCCC2)c2ccccc12)Nc1cc(C(F)(F)F)ccc1Cl	169.8%[activator]	7.2%
35	c1ccc(CNc2ncnc3[nH]ncc23)cc1	-5.5%	-10.5%
36	COc1ccc2c(c1)c1c(c(=O)n(-c3ccccc3)c(=O)n1CC(=O)NCCC1=CCCCC1)n2C	37.9%[activator]	2.0%
37	Cn1c(COc2ccccc2Cl)nnc1SCCOc1ccc(Cl)cc1	-13.1%	-1.7%
38	OCC1O[C@H](O)C(Cl)C(O)C1O (stereo not given in full)	1.0%	-5.0%
39	CC1CCC(NC(=O)c2ccc(CSc3nc4ccncc4n3Cc3ccc(F)cc3)cc2)CC1 (stereo not given)	?	-14.0%
40	O=C(Nc1cccnc1)c1cc(-c2ccccn2)nc2ccccc12	2.7%	-2.3%
41	CCCCC(CC)C(=O)Nc1c(F)c(F)c(F)c(F)c1F (stereo not given)	0.7%	2.5%
42	CC(C)OCCCNC(=S)NC1CCCC1	-7.1%	-9.2%
43	CC(C)c1ccc(CCC(=O)NC2CC3CCC2C3)cc1 (stereo not given)	1.1%	3.9%
44	Cc1cc(C)cc(-c2nnc(SCC(=O)N3CCC(C)CC3)o2)c1	-10.6%	-3.4%
45	COc1cc(C2CC(=O)N3CN(c4cccc(Cl)c4)CSC3=C2C#N)ccc1O (stereo not given)	4.9%	-4.8%
46	CC(C)(C)c1ccc(C(=O)NCC(c2cccs2)S(=O)(=O)c2ccc(F)cc2)cc1 (stereo not given)	-21.5%	79.4µM*
47	CC(C)C(=O)Nc1ccc(NC(=O)CC(C)(C(=O)O)c2ccccc2)cc1 (stereo not given)	-1.5%	-9.4%
48	CCCNC(=O)CCNS(=O)(=O)c1cccc(C(C)=O)c1	-9.9%	-2.1%
49	N#Cc1cccc(Oc2cccc(-c3cnc4ccccc4n3)c2)c1C#N	-14.2%	-5.3%
50	CC(NC(=O)C(C)NC(=O)CNC(=O)OCc1ccccc1)C(=O)O (stereo not given)	6.8%	8.2%
51	CCOc1ccccc1NC(=O)CSc1nc2ccccc2o1	-7.7%	-0.8%
52	CCOc1cc(S(=O)(=O)N2CCN(CCO)CC2)ccc1Br	-2.2%	1.2%
53	CCC(C(=O)Nc1cc(F)ccc1F)n1nc(-c2cc(C)ccc2C)ccc1=O (stereo not given)	-14.7%	8.3%
54	COCCn1c(C)cc(O)c(C(c2ccc(OC)cc2)N2CCCCC2)c1=O (stereo not given)	4.1%	24.9%
55	COc1cc2[nH]c(=O)n(Cc3ccc(C(=O)N4CCN(c5ccc(Cl)cc5)CC4)cc3)c(=O)c2cc1OC	-2.8%	-12.9%
56	CCOC(=O)N1CCc2c(sc(NCc3sccc3C)c2C(=O)Nc2ccc(OC)cc2OC)C1	212.7%[activator]	-21.7%

(cont.)
entry	SMILES	AID inhibitor	UDG counterscr
57	COc1cc2nc(SCC(=O)Nc3c(C)cc(C)cc3C)n3nc(CCn4c(C)nc5ccccc54)nc3c2cc1OC	-14.7%	0.0%
58	CCOc1ccc(S(=O)(=O)Nc2cccc(-c3nnc4n3CCCCC4)c2)cc1	-1.5%	3.9%
59	COC(=O)c1ccc(NC(=O)c2cc3cc(C)ccc3n2C)cc1	-5.7%	-8.1%
60	COc1cc(C(=O)Oc2c(Sc3ccc(C)cc3)c(C)nn2-c2ccccc2)cc(OC)c1OC	?	?
61	CCN(CC)CCNC(=O)C1CCN(c2nn3cc(-c4ccc(F)cc4)nc3s2)CC1	-18.0%	-15.2%
62	CC1CCN(S(=O)(=O)c2cn(CC(=O)Nc3cccc(-c4ccno4)c3)cn2)CC1	-2.3%	-1.7%
63	COC(=O)CNC(=O)c1ccc(C)c(C)c1	5.4%	0.0%
64	Cc1ccc(C(CC(=O)O)NC(=O)C2CCC2)cc1 (stereo not given)	1.9%	12.7%

Given screen by screen: two of the compounds above
(58) CCOc1ccc(S(=O)(=O)Nc2cccc(-c3nnc4n3CCCCC4)c2)cc1
(59) COC(=O)c1ccc(NC(=O)c2cc3cc(C)ccc3n2C)cc1

| screen / no. | 58 | 59 |
| --- | --- | --- |
| AID inhibitor | -1.5% | -5.7% |
| UDG counterscr | 3.9% | -8.1% |

Following part:
entry	SMILES	AID inhibitor	UDG counterscr
65	COCCNC(=O)c1ccc2c(c1)NC(=O)C(CS(=O)(=O)Cc1ccc(F)cc1Cl)N2 (stereo not given)	107.5%[activator]	-7.7%
66	COc1cc(OC)cc(N2CCN(S(=O)(=O)c3ccc(-n4cnnn4)cc3)CC2)c1	7.6%	5.7%[57.5 µM]
67	Cc1sc2ncn(CC(=O)N3CCN(c4cccc(Cl)c4)CC3)c(=O)c2c1S(=O)(=O)N1CCC(C)CC1	?	-5.7%
68	Cc1cc(I)ccc1NC(=O)C1CC2CCC1C2 (stereo not given)	-19.2%	-15.0%
69	Cc1cccc(C(=O)Nc2nc(-c3ccc(Br)cc3)ns2)c1	4.3%	1.6%[57.5 µM]
70	Cc1ccc2c(c1)N(C(=O)N1CCC(C(=O)NC3CCCCCC3)CC1)CCO2	-11.2%	-7.6%
71	CSc1ccccc1C(=O)Nc1ccc(C(C)(C)C)cc1	-10.0%	-10.8%
72	Cc1ccc(C(=O)NCC(O)c2ccc(F)cc2F)cn1 (stereo not given)	0.6%	2.4%
73	Cc1c(CC(=O)NCCCN2CCOCC2)c(=O)oc2cc(O)ccc12	0.4%	6.1%
74	CCc1ccc(/C=C/C(=O)O)cc1	-9.7%	-11.9%
75	CSc1nc2n(n1)C(C(=O)Nc1ccccc1C(F)(F)F)CC(=O)N2 (stereo not given)	-5.7%	7.0%
76	COc1cc(C(=O)OCc2ccc(Br)cc2)cc(OC)c1OC	-5.0%	2.8%
77	CC(NC(=O)c1nccnc1N)c1ccco1 (stereo not given)	-5.0%	-5.6%
78	O=[N+]([O-])c1cccc(/C=N/OCc2c(F)cccc2Cl)c1	-3.8%	-3.7%
79	COc1ccc(NC(=O)c2cc3c(OC)cc(OC)c(OC)c3[nH]2)cc1	5.0%	-4.5%
80	N#Cc1nc(-c2ccccc2)c(-c2ccc3c(c2)-c2cc(-c4nc(C#N)c(C#N)nc4-c4ccccc4)ccc2C3=O)nc1C#N	41.2%[activator]	-9.7%
81	Cc1ccc(C(=O)Nc2ccc3oc(-c4ccccc4C)cc(=O)c3c2)cc1	47.3%[activator]	-2.8%
82	Cc1ccc2nc(C)c(C(=O)N3CCN(Cc4ccccc4C)CC3)cc2c1	-2.8%	-11.3%
83	Cc1ccc(NC(=O)c2cc(S(=O)(=O)N3CCCC(C)C3)cn2C)c(Br)c1 (stereo not given)	?	-8.1%
84	COc1ccc(C(CC(=O)NCc2ccc(Cl)cc2)N2Cc3ccccc3C2=O)cc1OC (stereo not given)	-18.6%	-17.8%
85	CCCCCn1nc(C(=O)Nc2cc(OC)c(OC)c(OC)c2)c2ccccc2c1=O	-9.0%	-12.9%
86	CCc1cccc(CC)c1NC(=O)CCS(=O)(=O)c1ccc2c(c1)CCN2C(C)=O	-2.3%	-5.1%
87	Cc1ccc(C)c(NC(=O)C2CCCN(S(=O)(=O)c3cn(C)cn3)C2)c1 (stereo not given)	-2.6%	-2.0%
88	Nc1ccc(-c2cc3ccccc3o2)cc1	-4.3%	0.3%
89	Fc1ccccc1CNc1ccccc1	2.6%	3.5%
90	COc1ccc(C2Nc3ccccc3-c3nnc(SC)nc3O2)cc1C (stereo not given)	23.0%[57.5 µM]	-2.9%[57.5 µM]
91	CCCCn1c(=O)nc2n(-c3ccc(F)cc3)c3ccccc3cc-2c1=O	12.6%	-5.2%
92	O=C(c1ccn(COc2ccccc2)n1)N1CCN(Cc2ccc(Cl)cc2)CC1	-4.5%	-10.4%
93	CCOC(=O)c1ccc(N2CCN(c3ccccc3F)CC2)c(NC(=O)Nc2ccc(Cl)c(Cl)c2)c1	-11.5%	-7.5%[57.5 µM]
94	COc1ccc(CCNc2nc3ccc(C)cc3n3cnnc23)cc1OC	19.2%	-26.0%
95	C=CCn1c(-n2nc(C)cc2C)nc2c1c(=O)n(CCN1CCOCC1)c(=O)n2C	3.0%	-2.5%
96	Cc1ccc(NC(=O)Cc2c(C)nc3nc(-c4cccs4)nn3c2C)c(C)c1	-10.2%	-13.0%

Grouped by structure, the compounds so far with a CF3 group
entry	SMILES	AID inhibitor	UDG counterscr
15	CN(C)c1ccc(C(CNC(=O)c2cccc(C(F)(F)F)c2)N2CCCC2)cc1 (stereo not given)	-5.7%	10.0%
20	CC(OC(=O)c1ccc2c(c1)NC(=O)CS2)C(=O)Nc1cccc(C(F)(F)F)c1 (stereo not given)	-0.2%	2.6%
34	O=C(CSc1cn(CC(=O)N2CCCC2)c2ccccc12)Nc1cc(C(F)(F)F)ccc1Cl	169.8%[activator]	7.2%
75	CSc1nc2n(n1)C(C(=O)Nc1ccccc1C(F)(F)F)CC(=O)N2 (stereo not given)	-5.7%	7.0%

(cont.)
entry	SMILES	AID inhibitor	UDG counterscr
97	Cn1c(=O)oc2cc(S(=O)(=O)N3CCCC(C(=O)N4CCN(c5ccccc5F)CC4)C3)ccc21 (stereo not given)	11.2%	1.0%
98	N#Cc1nc(COc2ccccc2)oc1NCc1ccccc1Cl	29.6%	2.5%
99	O=C(Nc1ccc2c(c1)N(C1CCCC1)C(=O)c1ccccc1S2)c1ccccc1F	-19.6%	-25.6%
100	O=c1c2sccc2ncn1Cc1coc(-c2cccc(F)c2)n1	-6.0%	-2.3%
101	Cc1cn(C)c(CC(=O)Nc2ccc(F)cc2Cl)c1C(=O)O	5.5%	3.7%
102	CCCNc1ncnc2c1c(-c1ccccc1)cn2-c1ccccc1	?	-9.7%[57.5 µM]
